# From PubChem
# MITF TRPM1 inh = reduces MITF-dependent TRPM1 promoter luciferase signal. SK-MEL-5 TRPM1 promoter luciferase, 24 h. inhibition, % at 12.5 µM. actives 0.83% (n = 330,000). AID 488899;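 active means mean inhibition across replicates of 60% or more, whatever share of single replicates reaches that level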; further: values of inactives mirror those of a sister screen read the other way
# Peg3 promoter = reduces Peg3 promoter-driven luciferase expression in HeLa; HeLa PEG-Prom luciferase reporter, luminescence, overnight; inhibition, % at 20 µM; actives 1.7% (n = 360,000); AID 588405;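 active means inhibition of at least 50% at 20 µM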
# HIF-2a inh = inhibitors of HIF-2a; actives 0.72% (n = 360,000); 786-0 RCC cells HIF-2a reporter, luciferase luminescence, overnight; inhibition, % at 18.8 µM;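 active means inhibition of the luminescence signal of 40% or more relative to plate controls, in a single-dose primary screen at 18.75 µM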
# TWEAK-Fn14 inh = TWEAK-Fn14 signaling inhibition; AID 1159606; inhibition, % at 10 µM; TWEAK-stimulated Fn14 reporter cells, luciferase luminescence, 8 h; actives 2% (n = 360,000); in the data active means inhibition above about 50%
# TROY signal inh = TROY signaling inhibition; actives 0.98% (n = 360,000); AID 1347056; inhibition, % at 10 µM; Q293 LMP1-TROYcd NF-kB luciferase reporter, 4 h;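 active means compounds whose plate-normalised and pattern-corrected inhibition of the luciferase reporter signal at the single screening dose is 50% or more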
# KKLEB tox = reduces viability of KKLEB cystic fibrosis airway cells; KKLEB CF airway cells viability, ATPlite luminescence, overnight; active compounds read low; cells stimulated with P. aeruginosa culture filtrate; activity change (cytotoxicity), % at 5 µM; actives 0.36% (n = 360,000);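 active means corrected activity change at or below -50% at 5 µM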
# CF NFkB block = inhibitors of cystic fibrosis induced NF-kB; inhibition, % at 5 µM; AID 588850; KKLEB NF-kB-GFP reporter, PAF-induced, GFP fluorescence overnight; actives 0.86% (n = 360,000);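 active means at least 50% inhibition at 5 µM, scaled per plate between neutral and stimulator controls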;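 further: PAF is a Pseudomonas aeruginosa culture filtrate used as stimulus; plate controls were PAF-stimulated DMSO wells for no effect and unstimulated DMSO wells for full effect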
# NR2E3 ag-1 = human photoreceptor-specific nuclear receptor agonism. Q9Y5X4. CHO-S Gal4-NCOR/VP16-NR2E3 two-hybrid, luciferase. inhibition of corepressor binding, % at 3.98 µM. actives 0.35% (n = 360,000). AID 602229;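 active means inhibition above the mean of all tested compounds plus 3 SD, cut at about 70% in these data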;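 further: 0% = DMSO with NR2E3 transfected cells and 100% = cells lacking NR2E3 construct; higher means lower luciferase signal from less NR2E3 corepressor binding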
# Target sequence (Q9Y5X4 whole entry, looked up, the tested form may be a part): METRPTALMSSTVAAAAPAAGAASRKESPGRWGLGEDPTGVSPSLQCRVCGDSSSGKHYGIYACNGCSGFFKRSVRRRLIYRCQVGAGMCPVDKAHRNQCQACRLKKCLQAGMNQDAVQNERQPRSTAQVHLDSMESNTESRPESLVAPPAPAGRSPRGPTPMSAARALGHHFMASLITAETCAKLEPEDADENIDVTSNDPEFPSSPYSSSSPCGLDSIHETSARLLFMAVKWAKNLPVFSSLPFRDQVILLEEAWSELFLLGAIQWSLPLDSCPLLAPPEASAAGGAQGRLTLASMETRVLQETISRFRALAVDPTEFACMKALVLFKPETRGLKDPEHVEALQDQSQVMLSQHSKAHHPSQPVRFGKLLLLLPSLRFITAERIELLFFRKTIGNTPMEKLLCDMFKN
# Shn3 3UTR inh = reduces Shn3 3'UTR luciferase signal in osteoblasts; actives 0.52% (n = 360,000); Clone20 osteoblast Shn3 3'UTR firefly luciferase, 24 h; AID 588674; inhibition, % at 12.5 µM;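 active means mean inhibition of at least 75% with every replicate also reaching 75%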;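 further: 0% = median of neutral control wells and 100% = pilot-screen positive control compound; some compounds past the cut are filed as inactive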
# NR2E3 ag-2 = NR2E3 (human) agonism; Q9Y5X4; GST-NR2E3/biotin-RetCOR TR-FRET, 1536-well; inhibition of corepressor binding, % at 4.78 µM; actives 0.12% (n = 320,000); AID 2300;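 active means percent inhibition above the cutoff of mean plus 3 SD of all tested compounds, set per screening campaign, cut at about 20% in these data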;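 further: 0% = DMSO wells and 100% = biotin wells as full block of FRET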
#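 Test system – NR2E3–RetCOR corepressor complex · Quantity – NR2E3 fusion 1.35 nM · Buffer or medium – Tris pH 7.5 · Incubation – Compound–protein incubation for 5 h at 4 °C · Technique – TR-FRET, Eu(K)-anti-GST donor, streptavidin-D2 acceptor, ex 340, em 617/671 nm · Evaluation – percent inhibition of 671/617 nm emission ratio versus biotin and DMSO controls · Plate – 1536-well format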
# C8 TRAIL sens = sensitizes caspase-8 expressing cells to TRAIL; NB7+C8 cells + TRAIL, ATPlite viability luminescence; inhibition (viability loss, TRAIL sensitization), % at 10 µM; actives 1% (n = 360,000);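 active means compounds causing at least 50% loss of cell viability in the single-dose screen, relative to plate controls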
# * marks the source's active call; other numbers are inactive results; · = not tested or not shown.
item	SMILES	HIF-2a inh	TROY signal inh	NR2E3 ag-2	Peg3 promoter	TWEAK-Fn14 inh	Shn3 3UTR inh
1	CC1(C)OC(=O)C(=CNCC(=O)NCC(=O)O)C(=O)O1	15	1	-1	15	5	2
2	Cc1ccc2nsnc2c1NC(=O)c1cccnc1Cl	27	6	2	5	-19	15
3	CC(C)=CCc1c(O)ccc(C(=O)Cc2ccccc2)c1O	-11	34	-4	-5	10	-8
4	CC(NS(=O)(=O)c1cc2c3c(c1)CCC(=O)N3CCC2)c1ccccc1 (stereo not drawn)	2	3	0	16	10	10
5	Cn1cc(S(=O)(=O)NC(c2ccccc2)c2ccccc2)c(=O)n(C)c1=O	15	3	2	2	3	6
6	CN(C)c1ccc(N=Nc2ccccc2C(=O)OCC(=O)N2CCCCCC2)cc1	-133	-57	0	-169	-1	-31
7	COc1ccc(NC(=O)c2cc(-c3ccc(C)cc3O)n[nH]2)c(OC)c1	-16	16	1	-9	-8	-20
8	Fc1ccccc1Cn1c2[n+](c3ccc(C(F)(F)F)cc31)CCCCC2	10	-10	-2	9	-4	20
9	CCOc1ccc(S(=O)(=O)N2CCN(c3ccc(C)cc3C)CC2)cc1	17	2	3	11	16	9
10	O=C(Cn1nc(Cl)nc1Cl)c1ccccc1	10	-5	2	5	-13	8
11	CCC(=O)N1CCCC1(C)C(=O)Nc1cccc(Oc2ccccc2)c1 (stereo not drawn)	3	-12	·	13	-7	5
12	NS(=O)(=O)c1cc2c(cc1Cl)NC(CC1CCCC1)NS2(=O)=O (stereo not drawn)	13	-25	-3	12	-6	5
13	COc1cc(NC(=S)Nc2ccccn2)cc(OC)c1	-73	-31	-3	-69	-8	-1
14	COCCNc1nc(-c2cc3ccccc3o2)cs1	-161	-30	2	-237	16	-55
15	Cc1ccc(C(=O)NCCOc2ccc(Cl)cc2)cc1	-216	-58	2	-181	-13	-16

item	NR2E3 ag-1	CF NFkB block	C8 TRAIL sens	MITF TRPM1 inh	KKLEB tox
1	12	-6	0	10	0
2	9	0	-16	8	11
3	-13	4	-4	3	-7
4	-6	-1	-3	0	3
5	-6	19	-12	-10	-8
6	-95	1	55*	-64	-23
7	0	14	-8	17	5
8	-17	-9	12	-2	5
9	31	34	-1	·	-24
10	0	-2	-14	2	3
11	-9	-20	0	·	7
12	-68	-27	-1	15	-1
13	-13	-9	-2	0	-1
14	-130	-39	45	-33	-20
15	-84	7	2	-28	4

# Arranged by count of non-hydrogen atoms (ascending): some entries from above
item	SMILES	HIF-2a inh	TROY signal inh	NR2E3 ag-2	Peg3 promoter	TWEAK-Fn14 inh	Shn3 3UTR inh
10	O=C(Cn1nc(Cl)nc1Cl)c1ccccc1	10	-5	2	5	-13	8
14	COCCNc1nc(-c2cc3ccccc3o2)cs1	-161	-30	2	-237	16	-55
2	Cc1ccc2nsnc2c1NC(=O)c1cccnc1Cl	27	6	2	5	-19	15
3	CC(C)=CCc1c(O)ccc(C(=O)Cc2ccccc2)c1O	-11	34	-4	-5	10	-8
12	NS(=O)(=O)c1cc2c(cc1Cl)NC(CC1CCCC1)NS2(=O)=O (stereo not drawn)	13	-25	-3	12	-6	5
11	CCC(=O)N1CCCC1(C)C(=O)Nc1cccc(Oc2ccccc2)c1 (stereo not drawn)	3	-12	·	13	-7	5
5	Cn1cc(S(=O)(=O)NC(c2ccccc2)c2ccccc2)c(=O)n(C)c1=O	15	3	2	2	3	6
6	CN(C)c1ccc(N=Nc2ccccc2C(=O)OCC(=O)N2CCCCCC2)cc1	-133	-57	0	-169	-1	-31

item	NR2E3 ag-1	CF NFkB block	C8 TRAIL sens	MITF TRPM1 inh	KKLEB tox
10	0	-2	-14	2	3
14	-130	-39	45	-33	-20
2	9	0	-16	8	11
3	-13	4	-4	3	-7
12	-68	-27	-1	15	-1
11	-9	-20	0	·	7
5	-6	19	-12	-10	-8
6	-95	1	55*	-64	-23

# Part of the list above, with tabs.
cpd	SMILES	HIF-2a inh	TROY signal inh	NR2E3 ag-2	Peg3 promoter	TWEAK-Fn14 inh	Shn3 3UTR inh	NR2E3 ag-1	CF NFkB block	C8 TRAIL sens	MITF TRPM1 inh	KKLEB tox
1	CC1(C)OC(=O)C(=CNCC(=O)NCC(=O)O)C(=O)O1	15	1	-1	15	5	2	12	-6	0	10	0
2	Cc1ccc2nsnc2c1NC(=O)c1cccnc1Cl	27	6	2	5	-19	15	9	0	-16	8	11

# More records.
item	SMILES	HIF-2a inh	TROY signal inh	NR2E3 ag-2	Peg3 promoter	TWEAK-Fn14 inh	Shn3 3UTR inh
16	CCCCC(=O)NCCc1cc2c(OC)ccc(OC)c2[nH]c1=O	10	6	-2	-5	-17	-11
17	NS(=O)(=O)c1ccc(CCNC(=O)c2ccc(NS(=O)(=O)c3ccc4[nH]c(=O)[nH]c4c3)cc2)cc1	7	-4	-2	-2	6	9
18	COc1ccc2cc(S(=O)(=O)N3CCCC3)ccc2c1	8	-28	1	25	8	16
19	C[C@H](CO)N1C[C@H](C)[C@@H](CN(C)C(=O)NC2CCCCC2)Oc2ccc(NC(=O)Cn3cnnn3)cc2C1=O	-1	19	·	3	-16	-3
20	Cc1ccc(Nc2nc(N)nc(CSC(=S)N3CCN(c4ccccc4)CC3)n2)cc1	0	6	3	3	-1	-26
21	CC(=O)N[C@@H](CC(=O)O)C(=O)O	1	-4	-1	-5	-23	-9
22	CSc1ccc(CN(C)CC(=O)Nc2ccccc2C(=O)NC2CC2)cc1	8	-9	1	18	-7	-15
23	Cc1ccc(S(=O)(=O)NCC2CCC(C(=O)NCc3ccccn3)CC2)cc1 (stereo not drawn)	1	15	2	11	0	8
24	Cc1nnc(SCC(=O)c2ccc([N+](=O)[O-])cc2)s1	-2	-3	-2	-6	19	3
25	CN(CCc1ccccn1)C(=O)CCC1CCCN(C(=O)CN2CCCCCC2)C1 (stereo not drawn)	17	-10	-3	5	-9	-4
26	CC1SC(c2cccc(Cl)c2)NC1=O (stereo not drawn)	2	-18	-2	25	-8	-5
27	Cc1cc2cccc(C)c2nc1SCC(=O)NCC1CCCO1 (stereo not drawn)	12	10	6	20	7	-9
28	CCCCC1Cc2[nH][nH]c(=O)c2C(c2ccc(Cl)cc2)O1 (stereo not drawn)	-3	1	·	·	-21	·
29	O=C(OCCCN=C1NS(=O)(=O)c2ccccc21)c1ccccc1F	15	12	0	11	10	-29
30	COCCN(Cc1cc2c(C)cc(C)cc2nc1Cl)C(=O)c1ccccc1F	23	25	-4	31	26	84

item	NR2E3 ag-1	CF NFkB block	C8 TRAIL sens	MITF TRPM1 inh	KKLEB tox
16	-12	11	-14	6	-10
17	3	5	6	2	-3
18	-13	0	1	-12	-2
19	7	-18	5	-1	8
20	-9	-3	-5	7	3
21	0	22	11	-6	-1
22	-20	-4	-9	4	12
23	-24	1	22	-14	-4
24	-1	-31	-3	5	10
25	1	0	17	3	-9
26	-19	-8	-11	12	6
27	-28	4	-7	13	7
28	-17	·	-28	·	·
29	17	-3	9	17	6
30	-2	20	-4	·	-18

# (further entries)
item	SMILES	HIF-2a inh	TROY signal inh	NR2E3 ag-2	Peg3 promoter	TWEAK-Fn14 inh	Shn3 3UTR inh
31	O=c1c(-c2ccccc2)c(O)cc(-c2ccncc2)n1-c1ccc(Cl)cc1	16	-42	-1	1	8	-7
32	Oc1ccccc1C1=Nc2ncnn2C(c2ccc(F)cc2)C1 (stereo not drawn)	5	15	-4	25	5	-10
33	Cc1ccc(C(=O)NN2CCOCC2)cc1[N+](=O)[O-]	6	1	4	-12	13	16
34	CN1CCN(NC(=O)c2ccc(F)cc2)CC1	8	-2	1	17	-5	-16
35	Cc1ccc2c(c1)c1c3n2CCN(CCC(=O)O)C3CCC1 (stereo not drawn)	23	-3	-2	15	-2	-15
36	C[C@@H]1CN([C@@H](C)CO)C(=O)CCCn2nncc2CO[C@@H]1CN(C)C(=O)NC1CCCCC1	-2	-11	·	13	9	-12
37	O=C(Nc1ccon1)c1ccc(Br)s1	-79	6	6	-55	-3	-1
38	COc1ccc(CN(CC(O)COCc2ccccc2)S(=O)(=O)c2ccccc2Br)cc1 (stereo not drawn)	10	6	·	10	-8	12
39	Cn1c(SCc2cccc(Br)c2)nc2c1c(=O)[nH]c(=O)n2C	17	10	0	6	7	7
40	CCc1ccc(NC(=O)N(CCCN2CCOCC2)Cc2cccs2)cc1	4	-4	-3	-3	2	8
41	Cc1c(C(=O)Nc2cccc(Cl)c2)cn2c(nc3ccccc32)c1C#N	23	16	-5	61*	-36	46
42	COc1ccc(NC(=O)N2CCCC2C(=O)NCc2cccs2)cc1 (stereo not drawn)	5	2	4	-1	11	5
43	CC(=O)c1ccccc1NC(=O)COC(=O)C1CCCN1S(=O)(=O)c1ccccc1F (stereo not drawn)	10	15	2	-13	-4	-11
44	Cc1cccc2sc(NC(=O)CCNS(=O)(=O)c3cccc4nonc34)nc12	-9	12	4	15	24	9
45	COc1cc2c(c(OC)c1OC)C(c1ccc(O)cc1)CC(=O)O2 (stereo not drawn)	-7	-6	·	-7	24	3

item	NR2E3 ag-1	CF NFkB block	C8 TRAIL sens	MITF TRPM1 inh	KKLEB tox
31	-8	-18	-6	-6	15
32	-6	-8	-3	18	1
33	-32	0	-2	9	8
34	-19	-9	-4	2	4
35	8	-17	3	-3	-5
36	1	-2	-5	·	0
37	-26	-19	-2	-1	-4
38	0	8	-5	5	1
39	-21	-3	-9	-14	-11
40	13	-14	-7	·	4
41	-10	-19	2	-1	0
42	-19	-14	2	-3	2
43	13	11	-22	6	7
44	6	16	-4	-4	4
45	-31	-27	-5	-12	2

# Next section:
item	SMILES	HIF-2a inh	TROY signal inh	NR2E3 ag-2	Peg3 promoter	TWEAK-Fn14 inh	Shn3 3UTR inh
46	Oc1cccc(NC(=S)Nc2ccccc2)c1	7	-5	-1	-1	23	8
47	CCN(CC)c1c([N+](=O)[O-])c(=O)n(CC)c2ccccc12	9	-5	-1	10	4	-52
48	CCOC1OC(=O)C(Cl)=C1Nc1ccc(C)cc1 (stereo not drawn)	-12	-28	3	5	-7	14
49	CCCc1nnc(NC(=O)c2ccc(N3C(=O)C4C5C=CC(C5)C4C3=O)cc2)s1 (stereo not drawn)	16	-1	0	-7	-20	-7
50	O=C(N/C(=C/c1ccc(Cl)cc1)C(=O)N1CCCCC1)c1ccco1	12	-18	3	10	-9	-6
51	COc1ccc(NS(=O)(=O)c2ccc(C(=O)NCC3(N4CCOCC4)CCCCC3)cc2)cc1	11	10	·	12	-2	-7
52	O=C(O)C1CN(c2ncccc2[N+](=O)[O-])C1	9	-29	-1	5	4	-5

item	NR2E3 ag-1	CF NFkB block	C8 TRAIL sens	MITF TRPM1 inh	KKLEB tox
46	-19	3	-3	7	-6
47	5	-4	-6	·	-5
48	17	-24	2	6	12
49	-31	13	-7	-1	8
50	-15	-2	-8	6	-6
51	36	2	-12	-10	-10
52	-11	-9	-3	-7	-4

# A portion of the library, so the mix of outcomes need not match the whole.
